C2C12 statin – suppressors of simvastatin-induced myotoxicity in C2C12 myotubes. rescue of ATP level, % at 7.49 µM. 330,000 tested, 0.78% active. AID 602340. ATP luminescence, 48 h; scaled: DMSO 0, geranylgeraniol control 100;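 active = mean ATP rescue above about 67%, or every replicate alone reaching that limit, limit read from the data, passing the limit was not always enough; inconclusive = no clear call, values can overlap the other calls; inactive = mean under the limit and some replicate under it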;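 also: myotubes were challenged with 10 µM simvastatin during compound exposure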
ARNT TACC3 PPI – disrupts binding between human ARNT and TACC3. AlphaScreen His-ARNT PAS-B/GST-TACC3 binding, luminescence; TACC3 fragment carries E629A point mutation. Q9Y6A5. inhibition, % at 9.99 µM. 390,000 tested, 0.66% active. AID 623870;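 active = mean inhibition of replicates at least 50% and at least half of replicates each reaching 50%; inconclusive = half or more replicates reach 50% but mean below 50%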;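 also: 0% = complete ARNT plus TACC3 wells and 100% = ARNT alone without TACC3; many hits fall short of the cut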
SIRT5 inh – inhibitors of human sirtuin-5 desuccinylase. Q9NXA8. inhibition, % at 15 µM. Purified SirT5, succinyl-peptide AMC, trypsin-coupled fluorescence. 330,000 tested, 1.1% active; in the data active = inhibition above about 15%; inconclusive = no clear call, values can overlap the other calls
Target sequence (Q9NXA8 whole entry, looked up): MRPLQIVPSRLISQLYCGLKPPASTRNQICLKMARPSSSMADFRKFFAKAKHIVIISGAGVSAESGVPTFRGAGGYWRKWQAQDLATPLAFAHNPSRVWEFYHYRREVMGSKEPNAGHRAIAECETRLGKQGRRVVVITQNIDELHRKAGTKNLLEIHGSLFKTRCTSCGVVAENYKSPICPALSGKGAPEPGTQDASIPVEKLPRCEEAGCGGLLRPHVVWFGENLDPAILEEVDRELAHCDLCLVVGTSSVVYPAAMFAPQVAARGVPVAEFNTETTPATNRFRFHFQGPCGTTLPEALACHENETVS
Cneo AK release – Cryptococcus neoformans lysis via adenylate kinase release | C. neoformans lysis, adenylate kinase release luminescence, 4 h; normalised: neutral wells 0, clomiphene wells 100 | lysis activity, % at 15 µM | 360,000 tested, 0.2% active | AID 651654;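 active = mean lysis activity across replicates of at least 80%, whatever share of replicates individually reach that level; inactive = mean lysis activity below 80%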
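read-out = cell lysis signal | test system = log-phase Cryptococcus neoformans yeast cells | input = cells at 5 × 10^6 per mL | medium = fresh YPD growth medium | signal = luminescent adenylate kinase detection reagent | timing = 4 h at 37 °C static, read 1 h later | dosing = single dose | controls = Clomiphene as positive lysis control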
miR-122 sensor – miR-122 inhibition in Huh7 cells; activation (reporter increase), % at 12.5 µM; AID 602342; Huh7 miR-122 Renilla luciferase sensor, 48 h; neutral wells = 0, positive control = 100; 340,000 tested, 0.3% active;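 active = mean replicate activation score at least 90 and every replicate individually at or above 90; inconclusive = only one of the two criteria met; inactive = neither criterion met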;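 also: higher luciferase means less miR-122 activity so hits act as miR-122 inhibitors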
ERp5 inh – inhibitors of human ERp5. Q15084. ERp5 insulin aggregation, absorbance 650 nm, 90 min. inhibition, % at 9.99 µM. 350,000 tested, 0.05% active. AID 651711;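 active = mean replicate inhibition above about 25%, with every replicate also reaching it, limit read from the data, passing the limit was not always enough; inconclusive = only one of those two criteria met; inactive = neither criterion met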
Target sequence (Q15084 whole entry, looked up): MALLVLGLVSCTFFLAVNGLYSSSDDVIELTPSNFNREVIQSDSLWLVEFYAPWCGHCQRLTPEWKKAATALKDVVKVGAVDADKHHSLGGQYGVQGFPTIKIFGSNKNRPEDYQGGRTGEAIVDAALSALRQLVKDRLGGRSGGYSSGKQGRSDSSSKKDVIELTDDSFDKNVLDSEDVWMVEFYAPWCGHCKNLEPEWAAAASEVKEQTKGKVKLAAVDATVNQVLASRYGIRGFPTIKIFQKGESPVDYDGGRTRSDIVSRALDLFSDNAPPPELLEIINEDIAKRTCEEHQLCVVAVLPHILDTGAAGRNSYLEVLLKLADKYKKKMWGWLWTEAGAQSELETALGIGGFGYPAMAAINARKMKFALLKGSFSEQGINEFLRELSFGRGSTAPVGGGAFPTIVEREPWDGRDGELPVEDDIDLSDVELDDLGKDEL
esBAF inh – inhibitors of esBAF chromatin remodeling in mouse ES cells | reporter increase, % at 12.5 µM | Bmi1-luciferase knock-in reporter, 24 h; 100% = twice the neutral-well signal | 350,000 tested, 2% active | AID 602393; in the data active = activation above about 40%; inconclusive = no clear call, values can overlap the other calls;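 also: 0% = median of the plate's neutral control wells and 100% = double that signal; a rise in the Bmi1 reporter signal indicates esBAF inhibition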
Starred values were filed as active, the others as inactive; ? = inconclusive; . = no result given; & = joins results of further samples; [ ] = another dose, or the depositor's remark.

SMILES	C2C12 statin	ARNT TACC3 PPI	SIRT5 inh	Cneo AK release	miR-122 sensor	ERp5 inh	esBAF inh
O=C(O)c1ccccc1Nc1cc(Cl)c2nonc2c1[N+](=O)[O-]	-2.3	15.0	3.2	-7.7	-3.9	1.2	4.7
Cn1c(Cc2ccc(Cl)cc2)nnc1SCC(=O)NC1CC1	.	2.3	-3.3	-0.1	-3.0	-18.7	.
Cn1c(Oc2ccc3c(c2)OCO3)nc2c1c(=O)n(Cc1ccccc1)c(=O)n2C	.	?	.	-4.0	-5.7	.	3.7
C[C@@H]1CN([C@@H](C)CO)S(=O)(=O)c2ccc(Br)cc2O[C@H]1CN(C)Cc1ccccn1	0.7	-7.5&-6.0	-0.6&1.9&1.9	5.6&53.3&3.1	-2.9	0.8&-2.0&3.7	3.5&2.9&-3.5
COC(=O)Cc1[nH]nc2c1C1(C(=O)N(Cc3ccccc3)c3ccccc31)C(C#N)=C(N)O2 (configuration not stated)	5.5	0.0	.	0.5	-11.1	.	-3.8
N#C/C(=C\C=C\c1ccccc1)c1nc(-c2ccc(Cl)cc2)cs1	-20.1	-3.2	-1.1	0.0	.	1.7	-0.2
COc1ccc(/C=C/c2c(-c3ccc(OC)cc3)sc3ccc(N4CCOCC4)cc23)cc1	-36.2	-2.2	.	-0.8	3.5	.	3.7
O=C1c2ccccc2C(=O)N1C1C(=O)N2CCSC12C(=O)OCc1ccccc1 (configuration not stated)	.	6.5	-1.8	.	.	-3.7	.
COc1ccc(N2C(=O)CC(Sc3n[nH]c(-c4ccc(C)cc4)n3)C2=O)cc1 (configuration not stated)	.	1.7	-0.3	.	.	0.1	.
CC(C)(C)OC(=O)N1Cc2ccccc2C[C@H]1C(=O)NCC(=O)NC1CCCCC1	13.7	-2.6	1.2	-0.8	4.7	-5.2	-4.3
O=C(CN1CCC(n2nnc3cc(F)ccc32)CC1)NCCc1nc2ccccc2[nH]1	21.9	0.7	.	4.3	-5.1	.	-2.6
C[C@@H]1CCCCO[C@@H](CN(C)C(=O)Nc2ccc(C(F)(F)F)cc2)[C@H](C)CN([C@@H](C)CO)C(=O)c2cc(NC(=O)Nc3ccccc3)ccc2O1	.	11.5	-2.3	0.7	-10.9[16.7 µM]	-3.3	-2.8
Cc1cc(OC(C)C(=O)NCCN2CCOCC2)c2c(C)c(C)c(=O)oc2c1 (configuration not stated)	-10.3	1.8	-13.4	0.5	-8.3	-3.9	-6.9
O=C(C[C@@H]1CC[C@@H](NC(=O)CCN2CCCCC2)[C@H](CO)O1)Nc1nccs1	-13.3	-6.1	0.7	7.3	.	0.7	-1.4
COc1ccc(N(CC(=O)O)S(=O)(=O)c2ccc(C)cc2)cc1Cl	2.9	29.6	0.7	.	.	4.6	-2.1
CCC(C)N1CC(=O)N2Cc3[nH]c4ccccc4c3C[C@H]2C1=O (some centres not stated)	-8.1	-13.9	-4.4	-1.7	1.8	-0.3	-3.0
Cc1c(Cl)cccc1N=C1SCCN1C(=O)CN1C(=O)NC2(CCCC2)C1=O	-15.2	1.2	-2.3	1.4	1.8	3.9	.
O=C1CC(c2ccc(Cl)cc2)c2c(O)cc(O)cc2O1 (configuration not stated)	-9.3	-17.2	2.8	1.4	-5.7	0.7	1.3
COc1ccc(NC(=O)N(C)C[C@H]2Oc3c(NC(=O)Nc4ccc5c(c4)OCO5)cccc3C(=O)N([C@H](C)CO)C[C@@H]2C)cc1	4.8&6.2	-5.0&-10.9	1.3&-0.1	-4.1&-0.1	7.7[16.7 µM]	9.5&-1.7	-4.7&8.2
CCCCN(C(=O)CCOc1ccc(OCC)cc1)c1c(N)n(Cc2ccccc2)c(=O)[nH]c1=O	2.5	.	.	-1.0	2.9	2.9	-5.7
O=C(NCCCCO)C(F)(F)C(F)(F)C(F)(F)C(=O)NCCCCO	.	-1.0	.	-0.4	21.3	.	1.5
Cc1cccc(Nc2nc3c(S(=O)(=O)c4ccccc4)nnn3c3ccccc23)c1C	.	-43.6	-2.6	.	.	0.9	.
CN(CC(=O)Nc1ccc(N2CCOCC2)cc1)CC(=O)Nc1ccccc1C#N	94.8*	0.1	.	6.1	11.1	.	1.4
C[C@H]1CN([C@@H](C)CO)S(=O)(=O)c2ccc(C3=CCCCC3)cc2O[C@@H]1CN(C)S(=O)(=O)c1ccc(F)cc1	-0.9	-1.1	33.3*	3.5	5.6[16.7 µM]	5.7	1.4
O=C(Nc1ccccc1Cl)N1[C@@H]2CNc3ccccc3[C@@H]2[C@@H]1CO	24.0	2.6	.	-3.8	-10.5[16.7 µM]	3.6	-1.2

Molecules above containing fluorine (4):
SMILES	C2C12 statin	ARNT TACC3 PPI	SIRT5 inh	Cneo AK release	miR-122 sensor	ERp5 inh	esBAF inh
O=C(CN1CCC(n2nnc3cc(F)ccc32)CC1)NCCc1nc2ccccc2[nH]1	21.9	0.7	.	4.3	-5.1	.	-2.6
C[C@@H]1CCCCO[C@@H](CN(C)C(=O)Nc2ccc(C(F)(F)F)cc2)[C@H](C)CN([C@@H](C)CO)C(=O)c2cc(NC(=O)Nc3ccccc3)ccc2O1	.	11.5	-2.3	0.7	-10.9[16.7 µM]	-3.3	-2.8
O=C(NCCCCO)C(F)(F)C(F)(F)C(F)(F)C(=O)NCCCCO	.	-1.0	.	-0.4	21.3	.	1.5
C[C@H]1CN([C@@H](C)CO)S(=O)(=O)c2ccc(C3=CCCCC3)cc2O[C@@H]1CN(C)S(=O)(=O)c1ccc(F)cc1	-0.9	-1.1	33.3*	3.5	5.6[16.7 µM]	5.7	1.4

More results follow:
SMILES	C2C12 statin	ARNT TACC3 PPI	SIRT5 inh	Cneo AK release	miR-122 sensor	ERp5 inh	esBAF inh
Cn1c(CN2CCCC2)nc2cc(NC(=O)C3CCCCC3)ccc21	-0.4	-1.3	.	2.2	-0.6	.	1.7
CCN(c1ccccc1)S(=O)(=O)c1cc(C(=O)NCc2ccccn2)ccc1C	-11.4	2.3	0.9	1.0	16.9	-0.6	5.0
Cc1c(OCC(=O)C(C)(C)C)ccc2c(-c3ccccc3)cc(=O)oc12	-108.0	6.1	-0.9	1.5	2.0	0.8	0.0
CC1(C)Cc2nc(Cl)c(C#N)cc2CO1	1.1	0.6	-5.2	-0.5	-1.7	3.7	-4.0
O=C(COc1nsnc1N1CCOCC1)N1CCOCC1	-4.9	-0.4	.	-0.2	-3.3	.	-6.3
COC(=O)c1ccc(COc2ccc(C=O)cc2OC)o1	2.5	-0.8	-0.7	-5.9	-0.2	-3.0	5.9
CCN(CC)c1ccc(NC(=O)CSc2nc3ccccc3c(=O)[nH]2)cc1	-15.8	0.3	.	-2.4	-1.4	.	-1.6
O=S(=O)(NCC(c1ccco1)N1CCCCC1)c1ccccc1C(F)(F)F (configuration not stated)	4.6	2.5	-3.1	-0.5	.	3.4	-5.0
Brc1ccc(Cn2c(-c3cncs3)nc3ccccc32)cc1	2.5	-1.6	-4.4	8.9	-3.1	5.4	32.7
CCc1cc2c3c(c1)C(C)CC(C)(C)N3C(=O)/C2=C1\SC(=O)NC1=O (configuration not stated)	.	8.8	4.6	-2.5	7.1	-1.7	.
O=C(Nc1ccc(F)cc1F)NC1CCCc2ccccc21 (configuration not stated)	.	0.5	3.2	-0.4	1.2	-9.8	.
CCOC(=O)c1cc(OCC)c2c(ccc3cc(OC)ccc32)n1	13.6	.	.	0.1	10.0	1.1	-1.4
CC(C)CN(C(=O)c1cccc(Cl)c1)c1c(N)n(Cc2ccccc2)c(=O)[nH]c1=O	-0.9	0.0	-1.9	-0.9	0.7	-3.6	-5.4
CCCNC(=O)C1CCN(S(=O)(=O)c2ccc3c(c2)OCCO3)CC1	2.0	-3.3	-4.1	0.2	-0.8	8.2	-1.6
CSc1ccccc1OCc1cc(C(=O)NC(C)c2cnn(C)c2)no1 (configuration not stated)	1.2	1.5	-2.2	3.0	0.7	21.3	53.9*
O=C(NCCc1ccc(Cl)cc1)C(=O)Nc1cc2c3c(c1)CC(=O)N3CCC2	-8.1	-3.2	-2.1	-0.3	.	-3.9	2.0
Cc1ccc2nc(-c3ccccc3)c(Cc3ccccn3)n2c1	12.3	.	-1.9	-0.6	-4.4	2.1	4.4
O=C(CSc1ccc([N+](=O)[O-])cc1)OCC(=O)N1CCCC1=O	23.0	12.2	6.4	-0.5	1.2	.	3.0
COc1ccc(C(CC(=O)N2CCN(C)CC2)NC(=O)C(F)(F)F)cc1 (configuration not stated)	-8.0	-7.8	-2.0	-1.0	-7.2	5.3	1.5
Cc1ccc(CNS(=O)(=O)c2c(C(=O)N3CCCCCC3)c(C)n(C)c2C)cc1	21.1	1.7	-1.6	3.7	31.6	1.6	3.2
CC1=NC(=O)C(N=Nc2ccccc2C(=O)O)N1c1ccccc1 (configuration not stated)	.	.	7.7	.	-6.4	-3.2	.
COC(=O)c1ccc(CSc2nc(N)cc(N)n2)cc1	14.7	0.2	1.7	-2.5	-1.4	2.3	52.4*
CCSC1=C(C#N)C(c2cccc(OC)c2)CC(=O)N1 (configuration not stated)	.	3.8	.	-1.0	-7.4	.	-2.8
Cc1ccc(S(=O)(=O)N(C)C[C@@H]2Oc3ccc(NC(=O)NC(C)C)cc3C(=O)N([C@H](C)CO)C[C@@H]2C)cc1	-23.1	.	.	-0.8	-1.4[16.7 µM]	.	-2.4
O=C(C[C@H]1C[C@H]2c3cc(NC(=O)C4CCC4)ccc3O[C@H]2[C@H](CO)O1)NCc1cccc(F)c1	0.4	0.0	1.0	4.0	7.5[16.7 µM]	-7.3	3.8
Later entries
SMILES	C2C12 statin	ARNT TACC3 PPI	SIRT5 inh	Cneo AK release	miR-122 sensor	ERp5 inh	esBAF inh
C[C@H](CO)N1C[C@H](C)[C@H](CN(C)Cc2ccc(C(F)(F)F)cc2)OCCCC[C@H](C)Oc2ccc(NC(=O)CCC(F)(F)F)cc2C1=O	-155.5	1.1	10.4	12.8	-8.8[16.7 µM]	-2.7	-3.5
COCCn1c(-c2ccccc2)nc2ccccc21	-4.2	-12.6	.	-1.1	-9.1	.	10.8
COC(=O)[C@H]1[C@H](CO)[C@H]2Cn3c(ccc(C4=CCCCC4)c3=O)[C@H]2N1C(=O)c1ccccc1F	11.2	24.1	1.4	45.6	3.5[16.7 µM]	-5.5	-3.1
Cc1nc(N)[nH]c(=O)c1CCCNS(=O)(=O)c1ccc([N+](=O)[O-])cc1	-1.3	0.7	.	7.0	16.1	-2.2	0.1
COc1c(S(=O)(=O)N2CCN(C)CC2)ccc(Cl)c1Cl	3.0	-1.7	-1.6	-2.4	1.6	1.8	5.3
C=CCCN(Cc1ccccc1)S(=O)(=O)c1cc(Br)ccc1Br	-8.7	-7.9	-1.0	1.8	4.7	-1.9	-6.8
Cc1ccc(NC(=O)C(=O)NCC2OCCc3ccccc32)cc1 (configuration not stated)	5.2	-5.0	-3.7	3.1	-6.5	4.7	15.1
COc1ccc(OC)c(S(=O)(=O)Nc2cccc3ccc(O)cc23)c1	.	3.7	-6.2	.	.	-1.6	.
C[C@H](CO)N1C[C@H](C)[C@@H](CN(C)C(=O)c2ccccn2)Oc2cc(C#Cc3ccc(F)cc3)ccc2S1(=O)=O	2.8	4.3	3.3	-5.5	31.6[16.7 µM]	2.9	1.9
CN1OC[C@@H]2CN(S(=O)(=O)c3cccc(C(F)(F)F)c3)[C@H](c3ccc(-c4cc5ccccc5o4)cc3)C[C@@H]21	12.7	.	-1.2	.	-2.1	2.5	-14.4
C/C=C/c1ccc2c(c1)O[C@@H](CN(C)C(=O)NC1CCCCC1)[C@H](C)CN([C@@H](C)CO)S2(=O)=O	-46.4	-3.1	-4.2	13.2	14.8[16.7 µM]	-5.5	1.7
Cc1ccc(-n2c(C)cc(C(=O)OCC(=O)N3CCOCC3)c2C)cc1	14.4	-6.6	-0.7	-1.8	-3.9	-11.5	2.6
CCOC(=O)N1CCC(NC(=O)Cn2cc3c(n2)CCCC3)CC1	20.1	8.2	-2.5	0.4	-3.4	-1.1	-8.9

High-throughput results from PubChem.

An unsorted share of the library. About 4% of those tested had a hit in this group.
